LYPLA1 counter: counter-screen for PME1 inhibitors: inhibitors of human LYPLA1 | inhibition, % at 5.9 µM | AID 2174 | O75608 | hit rate 0.16% among 320,000 | recombinant LYPLA1, FP-Rh probe fluorescence polarization;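 active = inhibition above the mean of all tested compounds plus 3 SD, set per campaign, cut at about 14% in these data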;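 note: inhibitors block serine hydrolase probe labeling of LYPLA1 so polarization falls; 0% = enzyme with DMSO and 100% = wells lacking LYPLA1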
Target sequence (O75608 whole entry, looked up): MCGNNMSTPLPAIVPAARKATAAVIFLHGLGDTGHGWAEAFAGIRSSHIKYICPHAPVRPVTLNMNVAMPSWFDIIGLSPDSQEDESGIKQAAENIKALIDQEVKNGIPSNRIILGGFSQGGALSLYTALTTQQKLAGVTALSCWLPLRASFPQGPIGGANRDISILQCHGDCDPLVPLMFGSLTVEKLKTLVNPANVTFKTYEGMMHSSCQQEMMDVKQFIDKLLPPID
pPAFAH inh: inhibitors of human plasma PAF acetylhydrolase (pPAFAH). Q13093. recombinant pPAFAH, FP-rhodamine probe fluorescence polarization. inhibition, % at 3.39 µM. hit rate 1.5% among 330,000. AID 463082;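 active = inhibition above the mean inhibition across the screen plus 3 SD, cut at about 25% in these data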;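 note: inhibitors block binding of the rhodamine activity-based probe so polarization drops; 0% = enzyme with DMSO and 100% = wells lacking pPAFAH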
PAD4 inh: blocks human protein arginine deiminase 4; Q9UM07; recombinant PAD4, RCA probe fluorescence polarization; inhibition, % at 6.36 µM; hit rate 0.41% among 330,000;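 active = percent inhibition above a cutoff equal to the mean of all tested compounds plus 3 SD, cut at about 15% in these data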;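 note: 0% = PAD4 with RCA probe and DMSO and 100% = probe without PAD4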
PREPL inh: human PREPL enzyme inhibition | Q4J6C6 | recombinant PREPL, fluorescence polarization activity-based probe | inhibition, % at 5.96 µM | hit rate 0.68% among 320,000 | AID 2751; in the data active = inhibition above about 43%;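 note: 0% = enzyme with DMSO and 100% = wells lacking enzyme; many of its hits are not listed in these tables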
PAFAH1B2 FP inh: blocks human PAF acetylhydrolase 1b catalytic subunit 2 | P68402 | recombinant PAFAH1B2, FP-rhodamine activity probe, fluorescence polarization | inhibition, % at 3.39 µM | hit rate 1.2% among 340,000;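 active = inhibition above the mean of all tested compounds plus 3 SD, cut at about 24% in these data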;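 note: 0% = enzyme with DMSO and 100% = wells lacking PAFAH1B2; many of its hits are not listed in these tables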
LYPLA2 counter: LYPLA2 (human) inhibition in PME1 counter-screen | inhibition, % at 5.9 µM | recombinant LYPLA2, FP-Rh probe fluorescence polarization | O95372 | hit rate 0.38% among 320,000 | AID 2177;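 active = inhibition above the screen-wide mean plus 3 SD, limit set per campaign, cut at about 26% in these data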;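 note: 0% = LYPLA2 with DMSO and 100% = wells lacking LYPLA2 enzyme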
Target sequence (O95372 whole entry, looked up): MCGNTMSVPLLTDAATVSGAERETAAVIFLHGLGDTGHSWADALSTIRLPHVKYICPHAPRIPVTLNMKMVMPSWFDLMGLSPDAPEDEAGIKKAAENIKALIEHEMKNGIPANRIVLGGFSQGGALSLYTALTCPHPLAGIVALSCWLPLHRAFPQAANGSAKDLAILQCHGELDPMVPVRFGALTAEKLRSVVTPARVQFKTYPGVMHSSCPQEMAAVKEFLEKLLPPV
PAFAH1B3 inh: inhibitors of human PAFAH1B3; Q15102; recombinant PAFAH1B3, FP-rhodamine probe, fluorescence polarization; inhibition, % at 3.39 µM; hit rate 0.28% among 340,000; AID 492972;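 active = inhibition above the screen-wide average of all tested compounds plus 3 SD, cut at about 25% in these data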;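 note: 0% = enzyme with DMSO only and 100% = wells lacking PAFAH1B3 protein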
Target sequence (Q15102 whole entry, looked up): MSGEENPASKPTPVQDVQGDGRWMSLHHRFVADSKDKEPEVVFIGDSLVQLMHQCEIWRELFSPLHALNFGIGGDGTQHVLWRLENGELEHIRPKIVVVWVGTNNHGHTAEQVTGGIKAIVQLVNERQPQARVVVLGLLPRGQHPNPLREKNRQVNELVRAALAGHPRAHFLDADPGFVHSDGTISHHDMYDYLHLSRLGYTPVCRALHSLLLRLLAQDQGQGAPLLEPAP
GSTO1 counter: counter-screen for RBBP9 inhibitors: inhibitors of human GSTO1 | P78417 | recombinant GSTO1, activity-based probe fluorescence polarization | inhibition, % at 5.96 µM | hit rate 1.1% among 300,000 | AID 1974;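 active = inhibition above the campaign mean inhibition plus 3 SD, cut at about 35% in these data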;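 note: 0% = GSTO1-1 with DMSO and 100% = wells lacking GSTO1-1 enzyme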
Target sequence (P78417 whole entry, looked up): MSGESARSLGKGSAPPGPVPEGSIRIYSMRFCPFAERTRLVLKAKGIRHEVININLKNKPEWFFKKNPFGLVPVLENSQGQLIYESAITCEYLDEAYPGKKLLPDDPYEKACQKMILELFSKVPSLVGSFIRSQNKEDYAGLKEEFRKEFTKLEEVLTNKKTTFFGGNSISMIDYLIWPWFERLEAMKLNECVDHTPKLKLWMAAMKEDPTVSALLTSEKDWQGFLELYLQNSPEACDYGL
PME-1 inh: PME-1 (human) inhibition; Q9Y570; recombinant PME-1, FP-Rh probe fluorescence polarization; inhibition, % at 5.9 µM; hit rate 0.53% among 320,000; AID 2130;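 active = inhibition above the campaign mean of all compounds plus 3 SD, cut at about 26% in these data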;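 note: competitive labeling of PME-1 active site by serine hydrolase directed probe; 0% = PME-1 with DMSO and 100% = wells lacking PME-1 enzyme; inhibitors block probe labeling so polarization falls and inhibition rises; many of its hits are not listed in these tables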
Starred values were filed as active, the others as inactive; x = not tested or not shown. Some of the compounds tested; the hit share may differ from the screen's.

Fields: LYPLA1 counter, pPAFAH inh, PAD4 inh, PREPL inh, PAFAH1B2 FP inh, LYPLA2 counter, PAFAH1B3 inh, GSTO1 counter, PME-1 inh
Cc1ccc(Cl)cc1NC(=O)COC(=O)c1ccccc1O
    0.7, 2.4, 1.0, 14.0, -2.0, 3.9, -1.0, 1.1, -5.0
O=C(Nc1ccccc1)c1ccc(S(=O)(=O)NCc2cccnc2)cc1
    5.9, -1.6, -0.1, 9.3, -0.1, 2.8, 2.2, 6.0, 0.1
CC(C)C(C)N(Cc1ccc(C(=O)O)cc1)C(=O)c1ccc2ccccc2n1 (centres undefined)
    1.7, -7.5, 0.6, -6.7, 4.1, -1.3, 10.5, -1.4, -0.6
COc1ccc2nc(NC3=NC(C(=O)Nc4ccc(C)cc4)CC(=O)N3)nc(C)c2c1 (centres undefined)
    1.1, 0.2, -2.5, 10.5, x, 7.6, x, -55.5, -3.4
O=C(Cc1ccccc1)Nc1ccccc1C(=O)N1CCCCCC1
    -4.4, 1.0, -7.0, 7.2, 2.4, -0.3, -1.7, 5.7, 1.5
COC(=O)/C(=C\Nc1ccc(OC)cc1)NC(=O)c1ccc(Cl)cc1Cl
    -1.0, 1.2, -1.0, 3.2, -1.2, -8.5, 14.8, 2.2, -3.8
Cc1nnc(SCc2cnc(-c3ccccc3)o2)[nH]c1=O
    -0.9, -2.3, 2.5, -2.7, -1.5, -3.3, 4.9, -4.2, 5.6
CCc1cc(=O)oc2c(C)c(OCC(=O)N3CCC[C@@H]3C(=O)O)ccc12
    4.3, 5.1, -2.1, -6.8, 2.4, 14.4, 2.6, 3.3, -3.6
O=C(c1ccc(Br)cc1)C1CCc2occc2C1=O (centres undefined)
    4.2, 10.7, 2.1, 4.6, 0.3, 8.6, 0.4, 1.6, 4.7
O=C(CCCC1=NS(=O)(=O)c2ccccc2N1)N1CCN(c2ccc([N+](=O)[O-])cc2)CC1
    1.2, 5.8, 1.1, 21.8, 1.2, 11.2, 6.7, -5.9, -0.2
CC1(C)CC(=O)C(C(C2=C(O)CC(C)(C)CC2=O)c2ccco2)C(=O)C1 (centres undefined)
    -0.8, 5.3, -1.2, 12.9, 2.3, 2.0, 1.2, 16.7, 1.6
CC(C)(C)c1cc(NCc2ccccn2)n2ncc(-c3ccc(Cl)cc3)c2n1
    0.1, 1.7, 0.3, 17.1, 10.9, -1.6, 5.2, -8.6, 6.3
CC(OC(=O)CCOc1ccccc1)C(=O)NC1CC1 (centres undefined)
    0.1, 1.1, -4.9, -12.1, 3.5, 2.9, 10.3, 7.9, -2.0
COc1ccc(NC(=S)N2CCN(C(=O)C3CCCO3)CC2)c(OC)c1 (centres undefined)
    0.6, -2.9, 1.8, -5.4, -2.4, 8.4, -2.1, 2.4, -3.0
CCOC(=O)C1(CCCc2ccccc2)CCN(C(=O)c2cnc(C)cn2)CC1
    -1.5, 1.9, -0.7, 17.3, 0.8, 7.4, -4.8, 5.4, 1.5
Cc1cccc(NC(=O)COC(=O)C2C3CC4OC(=O)C2C4C3)c1C (centres undefined)
    2.4, -2.9, 4.4, -0.3, 2.9, -2.1, -2.0, 10.0, -9.4
COc1ccc(CNS(=O)(=O)c2ccc(-c3ccc(=O)[nH]n3)o2)cc1
    2.4, 0.4, -2.2, 16.1, 10.2, 8.1, -1.9, -1.8, 3.2
Cc1onc(-c2ccccc2Cl)c1C(=O)NC(=S)Nc1ccc(C(C)(C)C)cc1
    -2.9, 0.1, 4.5, -4.5, -3.0, -11.4, -7.7, -2.1, -8.6
Cc1nc2ccccc2c(=O)n1NC(=O)c1ccco1
    4.5, 2.7, 1.1, 4.1, 1.2, 6.0, 2.8, 4.5, -7.2
CC(C)(C)c1csc(NC(=O)Cc2ccc(S(=O)(=O)N3CCOCC3)s2)n1
    0.3, 5.7, -7.6, -1.3, 2.5, -0.3, 4.0, 0.4, 6.8
Cc1ccc(S(=O)(=O)N(C)C)cc1NC(=O)C(C)OC(=O)C1CCCC1 (centres undefined)
    -0.5, 0.8, 2.5, 4.9, 9.7, 2.0, -1.0, 8.2, 4.2
O=C(C=C1CCN(c2ncc(C(F)(F)F)cc2Cl)CC1)NNC(=O)Nc1ccccc1
    -4.0, 4.3, -6.5, 2.1, -2.1, 1.0, 1.0, 0.9, 2.5
O=C(CSc1nc2cc(Cl)ccc2o1)Nc1ccc(N2CCOCC2)cc1
    2.3, 8.4, -0.9, 11.3, 4.9, 4.6, 1.8, 8.1, 9.7
COc1ccc(NC(=O)CN(C)C(=O)CSCC(=O)Nc2ccc(C)cc2)cc1
    0.5, 3.3, -0.9, 5.5, 8.6, 2.2, -0.7, -3.3, -1.9
COc1ccc2cc(C#N)c(N3CCN(C(=O)c4ccccc4C)CC3)nc2c1
    -1.2, 3.4, -3.0, -3.4, 9.4, 4.2, -2.0, 0.8, 1.3
COC(=O)Cc1ccc(NC(=S)NCCSc2ccc(C)cc2)cc1
    3.5, 10.9, -1.8, -1.8, 11.1, 0.7, 2.7, -3.9, 11.9
COc1ccc(CNc2nc3nc(C)c(Cl)c(C)n3n2)cc1OC
    -0.4, -1.5, 2.7, 8.3, -1.2, 5.3, 7.3, 4.1, 1.4
Cc1c(NC(=O)CSc2nnnn2-c2ccc(C(=O)O)cc2)c(=O)n(-c2ccccc2)n1C
    -2.0, -0.6, -7.0, 1.6, -1.1, -6.6, 6.7, -6.7, -4.4
C[C@@H]1CN([C@H](C)CO)C(=O)c2cc(NS(=O)(=O)c3cccs3)ccc2O[C@H]1CN(C)Cc1ccccc1
    x, 7.1, -1.5, 5.2, 2.9, x, 7.7, x, x
O=C(c1ccc(NS(=O)(=O)c2ccc(F)cc2)cc1)N1CCOCC1
    0.6, 6.0, -2.0, 0.1, 11.5, -1.5, 6.6, -0.2, 3.8

The closing 2 records of the part above lead into the next:
Fields: LYPLA1 counter, pPAFAH inh, PAD4 inh, PREPL inh, PAFAH1B2 FP inh, LYPLA2 counter, PAFAH1B3 inh, GSTO1 counter, PME-1 inh
C[C@@H]1CN([C@H](C)CO)C(=O)c2cc(NS(=O)(=O)c3cccs3)ccc2O[C@H]1CN(C)Cc1ccccc1
    x, 7.1, -1.5, 5.2, 2.9, x, 7.7, x, x
O=C(c1ccc(NS(=O)(=O)c2ccc(F)cc2)cc1)N1CCOCC1
    0.6, 6.0, -2.0, 0.1, 11.5, -1.5, 6.6, -0.2, 3.8
O=C(COC(=O)/C=C/c1cccc(C(F)(F)F)c1)NC(=O)NCc1ccco1
    x, -1.7, -2.3, 8.4, -2.2, x, -1.7, x, x
CN1C(=S)SC(/[N+]([O-])=C/c2cccnc2)C1(C)C (centres undefined)
    1.2, 5.3, -1.8, 0.5, 0.8, 4.8, 0.1, -0.9, -1.9
Cc1ccc(Cn2c(SCC(C)C)nc3c2c(=O)[nH]c(=O)n3C)cc1
    1.1, 0.5, -2.8, 11.6, 4.4, 6.8, 0.1, 0.7, 3.6
COc1ccccc1-n1cnnc1SCC(=O)NC1CCCCC1
    1.6, -3.4, 3.0, 1.6, 3.7, 3.9, 6.8, x, -1.1
Cc1cccc(OCCCC(=O)Nc2ccc(S(=O)(=O)N3CCCC3)cc2)c1
    -1.7, 1.9, -0.1, -11.0, 2.7, -8.6, -0.7, 1.6, -2.0
CC(=O)c1ccc(N2CCN(C(=O)CN3C(=O)NC4(CCCCC4)C3=O)CC2)c(F)c1
    -5.8, 0.6, 1.5, 6.3, 3.7, -2.6, 14.6, x, 3.5
COc1ccc(OC)c2[nH]c(=O)c(CCNC(=O)c3ccc4c(c3)OCO4)cc12
    -1.2, -5.4, -4.8, 13.4, 1.3, -6.3, 1.1, 1.6, 5.4
Cc1cc(-c2onc(C)c2C(=O)N/N=C/c2ccccc2)no1
    0.1, 1.8, 2.9, 1.8, 2.1, 4.4, 7.0, -1.1, -5.4
CCN(CC)CCCN(Cc1cc2cc3c(cc2[nH]c1=O)OCO3)C(=S)NC
    -1.7, 0.4, -1.5, -4.4, -4.7, -7.6, 11.2, -6.8, -8.2
Cc1ccc(Cl)cc1N1CCN(C(=O)C2CCN(S(=O)(=O)c3cccnc3)CC2)CC1
    0.7, 5.7, 1.2, 13.6, -0.6, 7.6, 3.7, -2.2, 3.8
Cc1cccc(NC(=O)C2CCN(C(=O)NCc3ccccc3)CC2)c1C
    2.6, 3.3, 4.2, 1.5, 7.6, 4.5, 3.8, 6.5, -3.0
Cc1cc(C)c(OCC(=O)OCC(=O)NCCC2=CCCCC2)c(C)c1
    -0.1, 33.3*, -0.7, 14.6, 2.8, -4.5, 8.1, 17.5, -7.7
CCOC(=O)CN1C(=O)S/C(=C/c2ccc(OCc3ccc(C(=O)O)cc3)cc2)C1=O
    0.3, -1.2, 1.9, 10.5, -1.5, 6.2, 6.4, -7.3, 1.6
CC(C)CC(NC(=O)C(NC(=O)OC(C)(C)C)C(C)C)C(=O)NC(CCC(=O)OCc1ccccc1)C(N)=O (centres undefined)
    -5.5, -0.1, 3.0, 1.6, 5.9, -8.4, 4.9, 9.0, -0.1
O=C(Nc1ccccc1C(=O)N1CCCCCC1)c1ccc(Cl)cc1
    -1.5, -0.1, -2.7, -3.5, 6.2, -4.3, 8.7, 1.2, 1.6
C[C@H](NC(=O)c1ccccc1)C(=O)N1CCN(Cc2ccc3c(c2)OCO3)CC1
    x, 5.3, -2.0, 13.8, -1.5, x, 14.5, x, x
CCN(CC)c1ccc(C2C(C(=O)OC)=C(C)NC(C)=C2C(=O)OC)cc1
    1.1, 16.9, -5.7, 4.9, 3.8, 7.4, 3.3, 2.8, -5.4
Cc1ccc(NS(=O)(=O)c2cc([N+](=O)[O-])ccc2NNC(=S)Nc2cc(C)ccc2C)c(C)c1
    -13.3, 23.3, -6.6, 12.9, 1.9, 4.0, 3.5, -10.7, 22.7
COC(=O)c1sccc1Oc1c(Cl)cccc1[N+](=O)[O-]
    3.7, 0.5, -0.8, -2.8, x, -3.1, x, 5.8, -0.8
c1ccc(N2CCN(c3ccc4nncn4n3)CC2)nc1
    -1.9, 7.0, 6.2, 2.1, 2.4, 5.6, 0.3, -4.6, -0.9
CC12COC3(C(=O)Nc4ccc([N+](=O)[O-])cc4)CC1CCC32C (centres undefined)
    0.4, -4.5, 1.6, 4.5, 4.8, 6.2, 4.5, 0.9, 1.0
COc1ccccc1Nc1nc(N)nc(CSC(=S)N2CCOCC2)n1
    2.4, 3.6, -2.3, -1.9, -6.2, 5.5, 6.5, 8.9, 0.1

Quoted from the listing.
Under GSTO1 counter, `COC(=O)c1sccc1Oc1c(Cl)cccc1[N+](=O)[O-]` is entered as 5.8
Under PME-1 inh, `Cc1cc(-c2onc(C)c2C(=O)N/N=C/c2ccccc2)no1` is entered as -5.4
Under PAFAH1B3 inh, `CCN(CC)c1ccc(C2C(C(=O)OC)=C(C)NC(C)=C2C(=O)OC)cc1` is entered as 3.3
Under PAD4 inh, `CN1C(=S)SC(/[N+]([O-])=C/c2cccnc2)C1(C)C` (centres undefined) is entered as -1.8
Under pPAFAH inh, `COc1ccccc1Nc1nc(N)nc(CSC(=S)N2CCOCC2)n1` is entered as 3.6
